DUSP1 inh = human dual specificity phosphatase 1 inhibition. P28562. recombinant MKP-1, OMFP hydrolysis fluorescence. inhibition, %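 (compounds tested at a single concentration somewhere between 10 and 100 µM)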. actives 0.15% (n = 65,000). AID 374;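 active means inhibition above about 50%, limit read from the data; inconclusive means inhibition over screen mean plus 3 SD, below that limit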;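 further: 0% = DMSO max control wells and 100% = wells with enzyme stopped by NaOH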
Hsp90 block = displaces geldanamycin probe from tumor Hsp90. P07900. NCI-N417 lysate Hsp90, Cy3B-geldanamycin FP displacement. inhibition, % at 30 µM. actives 0.35% (n = 64,000). AID 429;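 active means inhibition above 50%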;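 further: 0% = tracer plus lysate wells and 100% = tracer alone without lysate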
Cdc25B inh = inhibitors of human Cdc25B phosphatase; actives 0.1% (n = 65,000); inhibition, %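 (compounds tested at 10 µM final in the well)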; recombinant Cdc25B, OMFP fluorescence Ex485/Em525; in the data active means inhibition above about 50%
Target sequence (P30305 whole entry, looked up): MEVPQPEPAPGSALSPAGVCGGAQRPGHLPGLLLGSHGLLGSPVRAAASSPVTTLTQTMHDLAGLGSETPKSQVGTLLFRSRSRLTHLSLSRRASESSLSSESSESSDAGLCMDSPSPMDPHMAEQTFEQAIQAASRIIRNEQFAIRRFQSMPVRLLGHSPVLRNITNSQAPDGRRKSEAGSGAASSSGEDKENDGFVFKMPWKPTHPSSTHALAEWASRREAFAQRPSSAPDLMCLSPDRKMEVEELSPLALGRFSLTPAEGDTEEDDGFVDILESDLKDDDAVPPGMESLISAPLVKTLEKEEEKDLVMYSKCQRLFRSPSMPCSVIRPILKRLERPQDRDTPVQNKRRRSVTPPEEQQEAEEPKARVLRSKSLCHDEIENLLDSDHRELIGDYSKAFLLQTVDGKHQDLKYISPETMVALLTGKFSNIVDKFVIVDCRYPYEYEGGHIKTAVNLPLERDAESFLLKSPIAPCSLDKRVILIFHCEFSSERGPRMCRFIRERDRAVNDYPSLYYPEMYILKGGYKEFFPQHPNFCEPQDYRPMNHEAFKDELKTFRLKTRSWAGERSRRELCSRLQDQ
Fluor 339 460 = intrinsic fluorescence of library compounds, ex339/em460 – biochemical, MLSMR library, data from DPM-DC assay, artefact control, profiling panel; compound autofluorescence, ex339/em460 nm, NADH buffer; stronger effect = higher value; 1 = no-compound wells, NADH background; fluorescence fold increase at 10 µM; actives 5.5% (n = 65,000); AID 709;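 active means at 10 µM, mean starting fluorescence two-fold or more over control wells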;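 further: signal is the first read of a kinetic run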
A340 absorber = compounds absorbing at 340 nm; 65,000 tested, under 10 active; compound absorbance at 340 nm, fold over control; fold change at 10 µM; AID 708;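 active means at 10 µM dose, initial 340 nm absorbance at least 2 fold that of control wells; inactive means change under 2 fold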;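 further: initial absorbance extrapolated from kinetic A340 decline of NADH oxidation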
JNK3 blocker = inhibitors of human JNK3 kinase. P53779. purified JNK3 kinase activity, HTS. inhibition, % at 8 µM. actives 0.61% (n = 60,000). AID 746; in the data active means inhibition above about 17%;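 further: 0% = DMSO and 100% = reference inhibitor; many of its hits are not listed in these tables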
Target sequence (P53779 whole entry, looked up): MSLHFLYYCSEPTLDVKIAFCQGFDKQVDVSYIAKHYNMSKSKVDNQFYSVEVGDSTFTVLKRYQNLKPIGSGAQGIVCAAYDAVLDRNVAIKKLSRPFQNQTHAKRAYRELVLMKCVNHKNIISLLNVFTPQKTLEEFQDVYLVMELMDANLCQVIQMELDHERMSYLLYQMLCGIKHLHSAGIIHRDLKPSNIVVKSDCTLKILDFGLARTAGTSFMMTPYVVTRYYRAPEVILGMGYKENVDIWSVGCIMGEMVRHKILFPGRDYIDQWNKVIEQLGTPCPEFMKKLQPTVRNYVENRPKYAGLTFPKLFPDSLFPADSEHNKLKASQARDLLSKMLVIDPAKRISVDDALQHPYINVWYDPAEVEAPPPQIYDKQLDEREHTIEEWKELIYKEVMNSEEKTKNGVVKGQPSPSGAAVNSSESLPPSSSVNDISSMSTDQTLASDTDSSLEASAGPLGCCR
Her2 expr inh = Her2 kinase expression inhibition | P04626 | actives 0.69% (n = 65,000) | SKBR-3 HER2 protein level, AlphaScreen, 18-24 h; stronger effect = lower value | HER2 level % of control, % at 10 µM | AID 645;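 active means HER2 level under 5% of the carrier-only control; inconclusive means no clear call, values can overlap the other calls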;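 further: 100% = DMSO carrier and 0% = 500 nM PU-H71 HSP90 inhibitor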
ROCK2 blocker = blocks human Rho kinase 2 activity | purified ROCK2, Kinase-Glo ATP depletion luminescence | inhibition, % at 6 µM | actives 0.35% (n = 60,000) | AID 604;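 active means inhibition above the screen-wide mean inhibition plus 3 SD, cut at about 18% in these data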;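 further: plate controls were DMSO wells for no effect and Y-27632 control wells after no-enzyme background subtraction for full effect; many of its hits are not listed in these tables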
PKA inh = PKA (human) kinase inhibition. P17612. PKA Kemptide phosphorylation, Kinase-Glo ATP luminescence. inhibition, % at 6 µM. actives 0.1% (n = 65,000). AID 524;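 active means inhibition above the screen-wide mean inhibition plus 3 SD, cut at about 21% in these data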; further: many of its hits are not listed in these tables
Starred values were filed as active, the others as inactive; u = inconclusive; x = not tested or not shown; & = joins results of further samples.

SMILES | A340 absorber | Fluor 339 460 | DUSP1 inh | JNK3 blocker | PKA inh | Cdc25B inh | Her2 expr inh | Hsp90 block | ROCK2 blocker
O=C(NC1(C(F)(F)F)NC(=O)N(Cc2cccnc2)C1=O)c1ccncc1 (stereo not drawn) | 1 | 1.1 | -5 | -3 | 9 | -15 | 126 | -4 | 8
COc1ccccc1NC(=O)c1ccc(NS(C)(=O)=O)cc1 | 1.1 | 1.1 | -9 | 1 | 3 | 2 | 94 | 4 | 6
O=C(Cn1c(CN2CCCCC2)nc2ccccc2c1=O)Nc1ccccc1 | 1 | 1.1 | 25 | -6 | 2 | -2 | 97 | -5 | 5
CC1=C(C(=O)Nc2ccc(Cl)cc2)C(c2ccco2)NC(=O)N1 (stereo not drawn) | 0.98 | 1.1 | 4 | 7 | 1 | -18 | 124 | 2 | -3
Cc1cccc(-c2nc(CN3CCCC(C(=O)NC4CCC(C)CC4)C3)c(C)o2)c1 (stereo not drawn) | 1 | 0.9 | u | 1 | 1 | -19 | 99 | -2 | 5
CNC(=O)Oc1ccc2c(c1)[C@]1(C)CCN(C)[C@@H]1N2C | 0.98 | 1.1 | 9 | 1 | -4 | -21 | 74 | -3&37 | 1
COc1ccc(N2CCN(CCCNS(=O)(=O)c3c(C)noc3/C=C/N(C)C)CC2)cc1 | 1.1 | 0.94 | -1 | 1 | 9 | -14 | 86 | 3 | 0
CCS(=O)(=O)c1nc2ccccc2n1CC(=O)N1CCOCC1 | 0.99 | 1 | 5 | 3 | 10 | -3 | 97 | -2 | 6
COc1ccc(Cl)cc1NC(=O)C1CCCO1 (stereo not drawn) | 1.1 | 1 | 14 | -4 | -12 | 2 | 84 | -2 | -6
CC(C(=O)NC(=O)NCc1ccccc1)N1C(=O)c2ccccc2C1=O (stereo not drawn) | 1.1 | 1 | -30 | 4 | 6 | 4 | 118 | -3 | 6
CCS(=O)(=O)C(=C1NCCO1)S(=O)(=O)CC | 1.1 | 1.1 | 6 | 0 | -7 | -5 | 109 | 0 | -2
COc1ccc(S(=O)(=O)N2CCN(C)CC2)cc1C | 1 | 1.1 | 6 | -6 | 8 | -7 | 91 | -4 | -4
CCC(C)n1c(-c2cccs2)nc2nc3ccccc3nc21 (stereo not drawn) | 1.1 | 3.9* | 6 | 1 | -4 | 2 | 35 | -5 | -3
O=C1CC(c2ccco2)Cc2nc(N3CCN(Cc4ccc5c(c4)OCO5)CC3)ncc21 (stereo not drawn) | 1 | 1.1 | -14 | -6 | 4 | -5 | 84 | -3 | 1
O=C(Cn1ncc2c1-c1ccccc1OC2)Nc1ccc(S(=O)(=O)N2CCCCC2)cc1 | 1 | 1.1 | 13 | -2 | 9 | 1 | 117 | -4 | -2
O=C(Cc1ccc(F)cc1)N(c1ccccc1)C1C=CS(=O)(=O)C1 (stereo not drawn) | 0.99 | 1.1 | 4 | -4 | 7 | -9 | 115 | -2 | 6
O=C(COc1ccccc1)Nc1ccc(S(=O)(=O)N2CCOCC2)cc1 | 1.1 | 1.1 | 5 | -4 | 7 | -3 | 109 | -1 | 4
COc1cc(C(=O)NCCc2ccc3c(c2)OCCO3)ccc1OCC(=O)N1CCOCC1 | 0.99 | 1 | 10 | x | 4 | -8 | x | -10 | x
CN1CC(=O)N(C)c2ncn(Cc3ccccc3)c2C1=O | 1 | 1.1 | -9 | 3 | 4 | 10 | 138 | -4 | 7
Cn1cc(S(=O)(=O)Cc2ccc(F)cc2)c2ccccc21 | 1 | 1.1 | 0 | -2 | 8 | -7 | 94 | -3 | 3
CCOC(=O)c1[nH]c(C)c(C(=O)NCc2ccc(Cl)cc2)c1C | 1 | 1.1 | 5 | 5 | -1 | -1 | 95 | -9 | 0
CCOC(=O)/C(N=O)=C(\O)C1CCN(C(=O)OCC)CC1 | 1 | 1.1 | -3 | -3 | 7 | 13 | 98 | -1 | 5
CCN1C(=O)c2cccc3c(NC(=O)c4ccc(S(=O)(=O)N(C)C)cc4)ccc1c23 | 1.1 | 1 | 21 | -2 | 10 | -10 | 75 | -3 | 8
Cc1nc2ccccn2c1/C(O)=C1\C(=O)C(=O)N(CCN(C)C)C1c1cccnc1 (stereo not drawn) | 1.1 | 1.1 | -2 | 2 | 6 | -1 | 95 | 0 | 3
O=C(COc1ccc2c(c1)C(=O)CC1(CCCCC1)O2)NCc1ccccn1 | 1 | 5.1* | 8 | 4 | 7 | -18 | 79 | 0 | 4
O=C(Nc1ccc(N2CCCCC2)cc1)c1cncc(Br)c1 | 1.1 | 1.1 | 15 | -6 | -4 | 0 | 97 | -7 | -7
O=C(O)C1C2C=CC(C3CC23)C1C(=O)O (stereo not drawn) | 1 | 1.1 | -4 | x | x | -4 | 102 | x | x
COc1ccc(C2CCN(Cc3cccnc3)CC2O)cc1 (stereo not drawn) | 1 | 1.1 | -29 | -2 | 2 | -7 | 95 | -3 | 3
CC1=C(C(=O)Nc2ccc(F)cc2)C(c2ccc(C)o2)C2=C(CC(C)(C)CC2=O)N1 (stereo not drawn) | 1.1 | 1.4 | 1 | -17 | 1 | -7 | 94 | -9 | -10
CC(=O)N1CCN(c2ccc(N=Cc3c(O)n(Cc4ccccc4)c(=O)[nH]c3=O)cc2)CC1 | 1.1 | 0.99 | 28 | -7 | 5 | 3 | 122 | 11 | 0

Shown with values under each structure: part of the list above
Values run as follows: A340 absorber, Fluor 339 460, DUSP1 inh, JNK3 blocker, PKA inh, Cdc25B inh, Her2 expr inh, Hsp90 block, ROCK2 blocker
CC1=C(C(=O)Nc2ccc(Cl)cc2)C(c2ccco2)NC(=O)N1 (stereo not drawn)
    0.98, 1.1, 4, 7, 1, -18, 124, 2, -3
Cc1cccc(-c2nc(CN3CCCC(C(=O)NC4CCC(C)CC4)C3)c(C)o2)c1 (stereo not drawn)
    1, 0.9, u, 1, 1, -19, 99, -2, 5
CNC(=O)Oc1ccc2c(c1)[C@]1(C)CCN(C)[C@@H]1N2C
    0.98, 1.1, 9, 1, -4, -21, 74, -3&37, 1

Later entries
SMILES | A340 absorber | Fluor 339 460 | DUSP1 inh | JNK3 blocker | PKA inh | Cdc25B inh | Her2 expr inh | Hsp90 block | ROCK2 blocker
COc1ccc(CCNc2oc(-c3ccco3)nc2C#N)cc1 | 1 | 2.4* | -6 | -2 | 3 | -6 | 174 | -4 | 4
COc1ccccc1CCNC(=O)c1ccoc1C | 1 | 1.1 | -1 | 3 | 4 | -1 | 88 | -2 | 3
O=C1CC(CCC(=O)NC2CC2)c2ccccc2N1 (stereo not drawn) | 1 | 1.2 | 14 | -5 | 4 | -6 | 107 | -2 | 2
Cc1cc2n(n1)C(c1ccc(N(C)C)cc1)Nc1ccccc1-2 (stereo not drawn) | 1.1 | 3.7* | -13 | -7 | 10 | -4 | 101 | -2 | 2
Cc1cccc(C)c1NC(=O)N1CC=C(n2c(=O)[nH]c3ccccc32)CC1 | 1 | 1.1 | -2 | -1 | 10 | -10 | 76 | -2 | 4
Cc1ccccc1OCc1nnc(SCC(=O)NCc2ccccc2)n1C | 1 | 1 | 3 | 7 | -3 | 0 | 90 | -2 | -4
Cc1nc2ccccc2c2oc(C(=O)NC3CC3)cc12 | 1 | 1.3 | -2 | 2 | 8 | -9 | 105 | -4 | 6
O=C1Cc2ccccc2N1c1ccccc1 | 1.1 | 1.1 | -13 | -6 | -3 | -9 | 104 | -6 | -1
CCc1ccccc1NC(=O)c1ccc(F)c(S(=O)(=O)N2CCC(C(N)=O)CC2)c1 | 1 | 1 | 21 | -3 | 9 | -5 | 106 | -4 | 7
O=C(/C=N/O)NCCCN1CCCCCC1 | 1 | 1.1 | 3 | x | x | -6 | 174 | x | x
Cc1nc2n[nH]c(N)c2c2c1COC(C)(C)C2 | 1.1 | 1 | -1 | -3 | 4 | -8 | 106 | -3 | 10
Cc1ccc(N(CC(=O)O)C2SC(=O)NC2=O)cc1 (stereo not drawn) | 1 | 1.1 | -21 | 3 | 0 | -2 | 85 | -1 | -9
CCC(c1nnnn1C(C)(C)CC)N(CCCO)Cc1cc2cccc(C)c2[nH]c1=O (stereo not drawn) | 1 | 1.1 | -6 | -3 | 6 | 0 | 70 | -1 | 4
C=CCn1c(SCn2nnc3ccccc3c2=O)nnc1-c1ccc(F)cc1 | 1 | 1.1 | 4 | -1 | 10 | -1 | 68 | -2 | 3
CCOc1ccc(C2C(C(=O)c3ccco3)=C(O)C(=O)N2Cc2cccnc2)cc1OC (stereo not drawn) | 1.1 | 1 | 1 | x | 2 | 4 | 102 | -1 | x
O=C(CSc1nc2ccccc2c(=O)n1CCCO)NCc1ccccc1 | 1 | 1.1 | 19 | -7 | 6 | -1 | 106 | -3 | 7
COc1cc2c(cc1OC)CN(C(=O)CSc1nnc(C)s1)CC2 | 1 | 1.3 | -5 | 1 | 10 | -10 | 96 | -22 | 5
O=C(CSc1nncs1)NC(=O)NCc1ccccc1 | 0.99 | 1.1 | 26 | 3 | 4 | -12 | 79 | -2 | 7
CCC1CCCCN1Cc1ccc(OC)c(OC)c1 (stereo not drawn) | 1.1 | 1.1 | 0 | 1 | 7 | -12 | 119 | -2 | 4
CC1(C)Cc2ccccc2C2CC(O)C(=O)N21 (stereo not drawn) | 0.97 | 1.1 | 10 | 2 | -2 | -9 | 92 | -3 | 4
Cc1ccc(C(=O)Nc2ccc(S(=O)(=O)N3CCN(C)CC3)cc2)o1 | 0.96 | 0.87 | 0 | 2 | 9 | -3 | 127 | x | 5
CCCc1nc2sc3c(c2c(=O)n1N)CCC3 | 1 | 1.1 | 12 | x | x | -11 | 123 | x | x
Cc1nn(Cc2ccccc2)c2c1C(c1ccncc1)C(C#N)=C(N)O2 (stereo not drawn) | 0.98 | 1.1 | -2 | 2 | 15 | -3 | 85 | 0 | 6
O=C(O)c1ccccc1C(=O)NCc1cccnc1 | 0.99 | 1 | 0 | 3 | 9 | -5 | 118 | -3 | 4
c1ccc(CN2CCN(c3nc(-c4ccccc4)nc(-n4ccnc4)n3)CC2)cc1 | 0.98 | 1.1 | 10 | 3 | 11 | 7 | 79 | -2 | 3
Cn1c(Cc2cccs2)nnc1SCc1nc2ccccc2[nH]1 | 1 | 1.1 | 7 | 6 | 3 | 0 | 98 | -1 | 4
COC(=O)c1c(C(=O)OC)c(C)n(Cc2cccnc2)c1C | 1 | 1.1 | -10 | -3 | 4 | -8 | 57 | -1 | 5
O=C1CSC(=O)N1CC(O)COc1ccc(Cl)cc1 (stereo not drawn) | 1 | 1.1 | 7 | -3 | -11 | -3 | 103 | 1 | -7
COc1cnn(-c2ccccc2)c(=O)c1N(C)C | 1.1 | 1.1 | -7 | -1 | 9 | -2 | 104 | -3 | 5
O=C(CCc1ccccc1)NCCCN1CCOCC1 | 1 | 1 | 33 | 0 | 2 | -8 | 118 | -4 | 2
O=C(COC(=O)C1COc2ccccc2O1)NC1CCS(=O)(=O)C1 (stereo not drawn) | 0.99 | 1.1 | -10 | -7 | 4 | -16 | 115 | -4 | -2
O=C(CS(=O)(=O)Cc1ccccc1)Nc1cccnc1 | 1.1 | 1.1 | 26 | 4 | 13 | -14 | 101 | -3 | 7
CCOc1ccccc1Nc1ncnc2ccccc12 | 1 | 1.1 | 2 | 3 | 5 | -7 | 90 | 3 | 6
Cc1ccc(NC(=O)NCCc2ccc(S(N)(=O)=O)cc2)cc1 | 1.1 | 1.1 | 3 | -3 | -4 | -8 | 101 | -2 | 0
O=C(O)CCC(=O)CCC(=O)c1ccc(Cl)cc1 | 1.1 | 1.1 | 8 | x | x | -2 | 92 | x | x
COc1cccc(-n2c(C)nnc2SCC(=O)Nc2ccccc2N2CCOCC2)c1 | 1 | 1.1 | 3 | 1 | 3 | -4 | 125 | -1 | 7

Screening data (PubChem)

These rows are one share of the data; the hit share may differ from the screen's.
